Mdm2 MdmX PPI: inhibitors of human Mdm2-MdmX association, primary screen, cell-based, luminescence, split luciferase, SaOS-2, uHTS. SaOS-2 split-luciferase Mdm2/MdmX complementation. inhibition, % at 8 µM. 3% of 330,000 active. Protein Mdm4 (Homo sapiens) + E3 ubiquitin-protein ligase Mdm2 (Homo sapiens), …;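 active means inhibition of at least 50% at 8 µM in the primary screen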
EBI2 antag: EBI2 receptor antagonists, beta-arrestin recruitment, primary screen, cell-based, luminescence, 7a,25-OHC stimulation, uHTS; inhibition, % at 5 µM; G-protein coupled receptor 183 (Homo sapiens), P32249; AID 651636, 2012; 7a,25-OHC stimulated; 0.81% of 360,000 active; in the data active means inhibition above about 38%;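 further: enzyme fragment complementation signal reports receptor beta-arrestin coupling in cells; 0% = agonist plus DMSO wells and 100% = wells without agonist; some results beyond the cut were filed as inactive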
APJ ag: agonists of human apelin receptor APJ, primary screen, CHO-K1 cells, PathHunter beta-arrestin, luminescence. 0% DMSO wells, 100% apelin. P35414. activation, % at 20 µM. 0.11% of 330,000 active;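 active means activation more than six SD over the plate average, tested at 20 µM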;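 further: 0% = DMSO alone and 100% = apelin-13 at 10 nM; some results filed as inactive read as strong as hits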
Target sequence (P35414 whole entry, looked up): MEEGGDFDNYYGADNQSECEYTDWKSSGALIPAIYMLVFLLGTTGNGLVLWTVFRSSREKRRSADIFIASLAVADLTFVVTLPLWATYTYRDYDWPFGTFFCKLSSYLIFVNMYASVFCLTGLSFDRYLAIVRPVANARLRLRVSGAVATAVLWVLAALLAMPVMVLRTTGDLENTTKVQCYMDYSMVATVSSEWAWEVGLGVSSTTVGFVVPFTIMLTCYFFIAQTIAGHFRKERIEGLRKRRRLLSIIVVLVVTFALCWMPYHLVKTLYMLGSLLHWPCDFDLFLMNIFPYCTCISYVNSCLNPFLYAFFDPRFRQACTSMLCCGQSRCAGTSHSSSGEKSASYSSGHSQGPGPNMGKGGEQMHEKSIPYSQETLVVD
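Material: engineered CHO-K1 APJ arrestin reporter cells; amount: 1000 CHO-K1 reporter cells seeded per well; incubation: compound stimulation 90 min at 25 °C, detection 60 min; signal: luminescent beta-gal fragment complementation, chemiluminescent substrate; read-out basis: APJ agonist activity; controls: DMSO-only wells as negative, 10 nM Apelin-13 as positive control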
tim23-1 inh: growth inhibitors of tim23-1 mutant yeast, primary screen, luminescence, uHTS; S. cerevisiae tim23-1 growth, BacTiter-Glo luminescence, 24 h; inhibition, % at 20 µM; 1.3% of 330,000 active; AID 463212, 2010;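 active means growth inhibition of the mutant yeast at or above 50%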;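 further: temperature-sensitive mutant grown at 25 °C; plate controls were DMSO-treated mutant yeast for no effect and medium wells lacking yeast for full effect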
XBP1 UPR activ: activators of adaptive XBP1 UPR arm, primary screen, cell-based, CHO-XBP1 luciferase reporter, luminescence, uHTS | activation, % at 20 µM | IRE1-XBP1 UPR activation; percent of tunicamycin response, DMSO as zero | 0.33% of 330,000 active;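 active means versus positive control, 20 µM dose yields 30% or more activation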;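 further: 100% = tunicamycin at 10 µg/mL and 0% = DMSO only wells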
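Material: IRE1-XBP1 luciferase reporter CHO line / Quantity: one thousand reporter cells per well / Buffer or medium: F12 with 10% serum / Compound: 20 µM single concentration, DMSO 1% / Times: 6 h treatment, 37 °C / Detection: Steady-Glo luciferase glow luminescence, 10 min after reagent addition / Benchmarks: tunicamycin high, DMSO low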
APJ antag: antagonists of human apelin receptor APJ, primary screen, CHO-K1 cells, beta-arrestin complementation, luminescence. P35414. inhibition, % at 20 µM. 0.32% of 330,000 active;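 active means inhibition above about 40% at 20 µM, limit read from the data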;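 further: cells challenged with 10 nM apelin-13 agonist together with compound; plate controls were apelin-13 plus DMSO wells for no effect and DMSO wells lacking apelin-13 for full effect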
CCR6 antag: CCR6 receptor antagonists, primary screen, cell-based, CHO-K1, luminescence, beta-arrestin, uHTS; CHO-K1 CCR6 PathHunter beta-arrestin, CCL20-stimulated; inhibition, % at 20 µM; 0.49% of 340,000 active;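 active means compounds whose inhibition of the agonist-driven luminescence signal at 20 µM reaches about 50%, limit read from the data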;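 further: cells stimulated with CCL20 at 14 nM final; plate controls were DMSO with CCL20 for no effect and DMSO without agonist for full effect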
Target sequence (P51684 whole entry, looked up): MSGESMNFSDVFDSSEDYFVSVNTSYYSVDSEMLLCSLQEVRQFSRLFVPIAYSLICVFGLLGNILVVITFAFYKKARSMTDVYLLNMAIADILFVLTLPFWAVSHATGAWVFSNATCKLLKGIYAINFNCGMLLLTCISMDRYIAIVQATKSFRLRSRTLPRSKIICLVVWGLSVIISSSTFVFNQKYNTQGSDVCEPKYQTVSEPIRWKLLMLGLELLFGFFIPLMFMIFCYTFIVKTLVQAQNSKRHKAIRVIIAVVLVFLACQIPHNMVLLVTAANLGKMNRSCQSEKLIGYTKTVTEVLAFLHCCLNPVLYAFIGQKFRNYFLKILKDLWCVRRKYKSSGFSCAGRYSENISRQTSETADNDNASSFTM
UPR CHOP act: activators of apoptotic CHOP UPR arm, primary screen, cell-based, CHO-CHOP luciferase reporter, luminescence, uHTS; activation, % at 10 µM; 0.34% of 330,000 active; UPR activation; percent of tunicamycin response over DMSO baseline;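 active means at 10 µM dose, activation of 40% or more, normalized to positive control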;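 further: 100% = tunicamycin at 10 µg/mL and 0% = DMSO alone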
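Test system: CHO-CHOP cells, stable luciferase reporter of PERK-eIF2a-CHOP signalling | Quantity: 500 CHO-CHOP cells per well | Buffer or medium: F12 plus 10% serum | Compound dosing: 10 µM single point, 0.5% DMSO | Schedule: 6 h compound treatment, 37 °C | Signal: Luciferase luminescence | Control set: Tunicamycin high control, DMSO low control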
CXCR6 block: CXCR6 receptor inhibitors, primary screen, cell-based, beta-arrestin, luminescence, CHO-K1 PathHunter, 1536-well. inhibition, % at 20 µM. 0.36% of 360,000 active. AID 602244, 2012; in the data active means inhibition above about 34%, passing the limit was not always enough;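 further: antagonist mode with CXCL16 agonist at 10 nM final; 0% = 10 nM CXCL16 with DMSO and 100% = unstimulated wells without agonist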
Numbers without * were called inactive. Not all compounds are listed; count on the stated rates, not on these rows.

SMILES	Mdm2 MdmX PPI	EBI2 antag	APJ ag	tim23-1 inh	XBP1 UPR activ	APJ antag	CCR6 antag	UPR CHOP act	CXCR6 block
CC(C)(C)NC(=O)COc1ccc(S(=O)(=O)N2CCCC2)cc1	-7	-3	-2	3	-3	-8	8	0.9	-14
COc1ccc(NC(=O)Cc2nnc(SCC(=O)Nc3ccc(F)cc3)n2C)cc1	18	7	-2	-3	-2	-2	12	-0.2	2
CN(C(=O)COc1cc(C(F)(F)F)nn1C)c1ccccc1	6	1	-3	-7	-2	10	-2	-2.2	-3
O=C(NC1CCCCC1)/C(=N\O)c1ccccn1	-17	-2	-3	-8	0	-17	-1	0.0	-2
Cc1cc(-c2ccc(S(=O)(=O)N3CCN(c4ccc(F)cc4)CC3)s2)on1	34	-2	2	-4	-5	3	1	2.0	-3
O=C(CNC(=O)c1ccccc1)OCc1nc2ccccc2s1	-30	-10	-5	-41	2	10	8	5.3	3
COc1ccc(NC(=O)CC2SC(N3CCCC3)=NC2=O)cc1Cl (configuration not stated)	27	-7	-2	-17	-1	-8	2	-0.4	-3
O=C(CCCOc1ccc(Cl)cc1)NC1CCCCC1	15	23	-3	6	-3	-24	13	0.2	-5
Cc1ccc(Sc2nc([N+](=O)[O-])nn2C)cc1	-31	11	2	27	-1	-33	7	3.4	-9
Cn1c(SCC(=O)Nc2ccc(F)cc2)nnc1-c1cccnc1	1	-1	-1	-3	-3	-79	-2	1.6	-2
O=C(CN1CCN(S(=O)(=O)c2cccc(F)c2)CC1)Nc1ccnn1C1CCCC1	4	8	-5	6	-1	-4	5	0.7	-1
Cc1nc(S(=O)(=O)Cc2ccccc2Cl)nc2c1CCC2	26	-10	-3	7	-2	1	7	-0.5	5
O=C(NCCc1ccc(Cl)cc1)C1CCC(=O)N1Cc1ccccc1Cl (configuration not stated)	0	5	-5	7	-1	6	0	-1.2	3
Cc1ccc(C(CC(=O)N2CCOCC2)c2ccco2)cc1 (configuration not stated)	-18	5	-2	16	0	11	-1	0.5	-1
CCCCN(CC)C(=O)Cn1c(=O)sc2ccccc21	-17	-2	-11	10	1	13	5	-2.2	9
COC(=O)c1ccc(CSc2nc3c(c(=O)n2-c2ccccc2)SCC3)o1	0	-7	-3	40	4	-1	25	-1.8	4
CC(OC(=O)CN1C(=O)c2ccccc2C1=O)C(=O)NC1CCCCC1 (configuration not stated)	23	-15	-4	5	-1	-11	6	1.9	-1
Nc1cc(OC(=O)c2ccc(F)cc2)nn1S(=O)(=O)c1ccccc1	-7	7	-2	37	-3	-8	-6	1.0	-17
Cc1cccc(/C(N)=N/OC(=O)N2CCOCC2)c1	86*	-6	0	9	4	9	1	3.9	-2
CCOC(=O)C1(Cc2ccccc2C(F)(F)F)CCN(C2CCN(C(C)C)CC2)CC1	73*	4	-2	-6	1	16	3	2.1	11

Shown as labelled records: two of the compounds above.
SMILES: Cc1nc(S(=O)(=O)Cc2ccccc2Cl)nc2c1CCC2
  Mdm2 MdmX PPI: 26	EBI2 antag: -10	APJ ag: -3	tim23-1 inh: 7	XBP1 UPR activ: -2	APJ antag: 1	CCR6 antag: 7	UPR CHOP act: -0.5	CXCR6 block: 5

SMILES: O=C(NCCc1ccc(Cl)cc1)C1CCC(=O)N1Cc1ccccc1Cl (configuration not stated)
  Mdm2 MdmX PPI: 0	EBI2 antag: 5	APJ ag: -5	tim23-1 inh: 7	XBP1 UPR activ: -1	APJ antag: 6	CCR6 antag: 0	UPR CHOP act: -1.2	CXCR6 block: 3

New compounds follow:
SMILES	Mdm2 MdmX PPI	EBI2 antag	APJ ag	tim23-1 inh	XBP1 UPR activ	APJ antag	CCR6 antag	UPR CHOP act	CXCR6 block
Cc1sc2ncn(CC(=O)Nc3c(F)cccc3F)c(=O)c2c1S(=O)(=O)N1CCC(C)CC1	17	-4	-3	6	-1	-1	9	1.6	-1
C=CCS(=O)(=O)N1CCCC(N(C)CCc2ccc(OC)c(OC)c2)C1 (configuration not stated)	5	-4	1	-2	-4	10	-6	-0.9	-3
O=C1c2c(O)cc(O)cc2O[C@@]12c1c(cc(O)c3c1O[C@H](c1ccc(O)cc1)[C@@H](O)C3)O[C@@H]2c1ccc(O)cc1	11	-5	-2	-9	-1	-78	9	-0.2	0
O=C(CC(C(=O)O)c1cccc(Cl)c1Cl)c1ccccc1 (configuration not stated)	4	3	-2	0	-3	-2	-2	1.4	-2
O=C(Cn1nc(Cl)nc1Cl)c1ccc2c(c1)OCCO2	14	-6	-1	55*	-2	15	15	1.4	4
Cn1cc(CN2CCC(C(=O)Nc3ccc(Oc4ccccc4F)cc3)CC2)cn1	22	-16	0	2	-6	1	7	1.8	7
COc1ccc(C2CC(c3ccc(Br)cc3)=NN2C(=O)CN2CCCC2)cc1 (configuration not stated)	30	8	-2	7	-3	2	15	0.5	13
COCCNC(=O)CSc1nc2ccccc2c(=O)n1CCCC(=O)NCc1ccccc1	-3	2	-2	2	-3	17	-2	-0.7	2
C[C@@H]1CCC(=O)N(CC[C@H](N=[N+]=[N-])c2ccccc2)CC1	22	9	-4	30	-1	7	10	2.3	-3
CCC(=O)c1c[nH]c(C(=O)NCCCn2ccnc2)c1	7	-9	-4	-9	-2	9	8	0.4	-1
CNC(=O)c1sc(NCc2ccccc2OC)nc1C	3	-3	-5	12	1	-2	2	-3.2	-11
Cc1occc1C(=O)N(C)Cc1nc(-c2ccccc2)no1	19	0	-2	-2	1	-12	5	2.3	6
O=C(CNS(=O)(=O)c1ccc(F)cc1)Nc1ccc(C(F)(F)F)cc1	-26	-6	-3	14	-3	11	2	1.0	-1
COc1ccc(NC(=O)C2CCCN(C(=O)Nc3ccc(F)cc3)C2)cc1 (configuration not stated)	6	4	-4	3	-6	4	12	-0.3	2
COc1ccc(C(C)=O)cc1CSc1nnc(Nc2ccc(C)cc2C)s1	18	4	-3	14	-2	-1	15	0.7	-3
COc1cc(C(=O)Nc2scc(-c3ccccc3)c2C(=O)O)cc(OC)c1OC	24	6	-4	1	-3	-2	2	0.8	-13
COc1cc(NS(=O)(=O)c2ccc(C)c(C)c2)c(OC)cc1Cl	-1	5	-3	27	2	-1	8	-2.3	-6
CC(=O)Nc1ccc(S(=O)(=O)Nc2ccc3c(c2)OCO3)cc1	21	9	0	3	-1	-2	9	0.8	-1
CC(C)(C)NC(=O)C(c1ccncc1)N(C(=O)CNC(=O)c1ccco1)c1ccc2c(c1)OCO2 (configuration not stated)	-21	10	2	0	-1	5	13	-0.3	-5
O=C(NCc1ccc(Cl)cc1Cl)C(=O)N1CCCCC1	9	-6	1	13	3	5	1	0.2	-4
O=C(NC(=S)Nc1ccccc1)c1cncc(C#Cc2ccccc2)c1	6	9	-1	-13	0	14	32	0.4	26
CC1(C)CC(=O)C2=C(C1)Nc1ccccc1NC2c1ccccn1 (configuration not stated)	22	-17	-3	1	2	10	-5	2.6	-1
Cc1ccc(S(=O)(=O)N(C)CCCC(=O)NC(C)(C)CO)cc1	-2	9	-2	8	-1	-3	-3	0.8	5
O=C(Nc1ccccc1)N1CCN(c2ncccn2)CC1	-16	-8	-2	3	-2	4	-7	0.7	1
COc1ccc(NC(=O)COC(=O)CCCc2c[nH]c3ccccc23)cc1OC	10	-3	-1	10	0	-14	9	-0.7	-3
O=C(NC1CCCN(Cc2ccc(Cl)cc2)C1)c1cccc(F)c1 (configuration not stated)	7	10	-2	22	-6	8	12	0.7	-6
Cc1ccc(/C=C/C(=O)NC(=S)N2CCN(c3ccc(F)cc3)CC2)cc1	-8	48*	-3	6	-2	-14	-6	-0.1	-8
O=[N+]([O-])c1ccc(NC(=S)NCCc2ccccc2)cc1	15	11	-3	52*	3	18	23	0.8	8
Cc1cc(F)ccc1NCc1cccnc1	-24	-5	0	5	-3	17	-4	-0.7	-1
COc1cc(/C=N/NC(=O)CCN2CCN(c3ccccc3)CC2)cc(OC)c1OC	8	-19	1	10	4	-9	-3	-2.4	4
Cc1c(NC(=O)CN2CCN(c3ccc([N+](=O)[O-])cc3)CC2)c(=O)n(-c2ccccc2)n1C	-2	-2	0	3	2	8	8	-0.5	6
CC1CCCCC1NC(=O)Cn1c(CN2CCCCC2)nc2ccccc2c1=O (configuration not stated)	-18	10	-2	27	-3	13	-4	1.1	5
Cn1nc(-c2ccccc2)c(CO)c1Sc1ccccc1	9	7	-5	2	-4	2	6	-0.1	3
Cc1ccc(CN2C(=O)c3ccccc3C2C(=O)NCc2cccnc2)cc1 (configuration not stated)	-12	0	-2	16	1	-3	12	0.6	-2
COCCNC(=O)Cn1c(=O)n(Cc2ccc(C(=O)NCCc3ccc(OC)c(OC)c3)cc2)c(=O)c2ccccc21	8	3	-3	-7	0	-1	13	0.5	9
CCC(C)(CCNC(=O)Cc1ccccc1)c1ccccc1OC (configuration not stated)	10	13	-4	36	0	4	19	-0.4	22
CC1(c2nnc(-c3ccccc3)o2)CC(c2cccnc2)=NO1 (configuration not stated)	14	-3	0	-7	-1	6	2	2.3	-6
CC(C(=O)Nc1ccc(F)c(F)c1F)N(C)CC(=O)Nc1ccccc1Br (configuration not stated)	17	10	1	-1	-3	3	23	-0.7	1
O=C(CN1C(=O)c2cccc3cccc1c23)Nc1ccccc1C(=O)NCc1ccco1	18	8	-1	11	-1	2	0	-0.1	4
CN1CCN(c2ccc(NC(=O)c3ccc(C(F)(F)F)cc3)cn2)CC1	23	-1	-1	-5	0	-11	-7	-4.0	0
CCN(C(=O)CSc1ccc2ccccc2n1)C1CCCCC1	15	15	-8	41	1	-3	27	1.9	4
Cc1ccc(/C=N/NC(=O)c2cc3ccccc3cc2O)o1	-12	9	0	35	3	-14	15	4.2	10
O=C(CSC1=NCCS1)c1ccc(Cl)cc1	4	1	-3	49	3	26	19	1.4	1
O=C(CC1CCCC1)Nc1ccc(Br)cc1	-2	1	-2	18	3	18	13	5.1	-5
CC[n+]1ccc(C)c2cc(P(=O)(c3ccccc3)c3ccccc3)ccc21	-30	0	0	23	4	-28	9	0.1	-4
COc1ccc(NC(=O)CS(=O)(=O)c2cn(CC(=O)N3CCOCC3)c3ccccc23)cc1	6	-10	-2	-4	-3	4	11	-1.7	-8
Cc1ccccc1NC(=O)CSc1ccc(-c2cccnc2)nn1	13	6	3	-5	-3	21	-9	-1.1	3

Assay outcomes deposited in PubChem by Sanford-Burnham Center for Chemical Genomics.
